Screening results from PubChem BioAssay.
PrPC surface inh: reduces human prion protein on the cell surface | cell surface PrPC, TR-FRET read-out | inhibition, % at 13.8 µM | hit rate 0.43% among 370,000; in the data active means inhibition above about 24%; further: 0% = median of the test wells and 100% = reference compound wells
Rv3671c protease: inhibitors of M. tuberculosis serine protease Rv3671c | inhibition, % at 5.96 µM | hit rate 0.048% among 320,000 | AID 2606; in the data active means inhibition above about 38%;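 further: extracellular domain of Rv3671c used as enzyme; 0% = enzyme with DMSO and 100% = no enzyme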
Target sequence (P9WHR9 whole entry, looked up, the tested form may be a part): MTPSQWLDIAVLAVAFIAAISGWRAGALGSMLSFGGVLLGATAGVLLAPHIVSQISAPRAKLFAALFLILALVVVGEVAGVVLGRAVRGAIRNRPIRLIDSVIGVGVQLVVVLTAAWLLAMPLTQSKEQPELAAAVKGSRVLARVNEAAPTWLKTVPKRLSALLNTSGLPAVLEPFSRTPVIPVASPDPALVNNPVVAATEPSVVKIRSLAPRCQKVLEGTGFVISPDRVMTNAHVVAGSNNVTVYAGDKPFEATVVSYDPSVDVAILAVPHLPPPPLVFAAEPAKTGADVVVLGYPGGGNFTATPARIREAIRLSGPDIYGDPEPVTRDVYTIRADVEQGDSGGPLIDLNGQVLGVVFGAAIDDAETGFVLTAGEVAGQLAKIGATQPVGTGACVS
3CLpro inhibitor: SARS-CoV 3CLpro protease inhibition | recombinant SARS-CoV 3CLpro, quenched FRET peptide cleavage | inhibition, % at 6 µM | hit rate 0.14% among 290,000 | AID 1706; in the data active means inhibition above about 12%
SSB-PriA inh: K. pneumoniae PriA-SSBct interaction inhibition | AlphaScreen SSBct-PriA binding, biotinylated peptide | inhibition, % at 33 µM | hit rate 0.6% among 430,000 | AID 1272365; in the data active means inhibition mostly above about 37%, no sharp cut-off; inactive means mostly below about 20%;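 further: plate controls were negative control peptide for no effect and reference peptide for full effect; strong numbers were not always called active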
Y pestis TopoI: blocks Yersinia pestis topoisomerase I activity | Y. pestis Topo-I cleavage product accumulation, plate reader | activity, % at 10 µM | hit rate 0.064% among 360,000; in the data active means activity above about 50%, passing the limit was not always enough; further: inactives centre near 2
TcdB GH inh: inhibitors of Clostridioides difficile toxin B glycohydrolase | inhibition, % at 9.99 µM | TcdB glycohydrolase enzymatic assay, plate reader | hit rate 0.24% among 350,000 | P18177 | AID 652162; in the data active means inhibition above about 10%
MazF activator: MazEF (E. coli) toxin RNase activation; P0AE70; activation, % at 20 µM; FAM/BHQ RNA-DNA oligo cleavage fluorescence, 5 h; hit rate 0.32% among 350,000; in the data active means activation above about 50%
Target sequence (P0AE70 whole entry, looked up): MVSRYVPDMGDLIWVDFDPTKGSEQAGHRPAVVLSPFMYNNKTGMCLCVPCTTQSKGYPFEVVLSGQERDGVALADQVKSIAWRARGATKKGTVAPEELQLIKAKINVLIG
CCHFV vOTU inh: blocks the CCHF virus ovarian tumor domain protease; inhibition, % at 11.5 µM; hit rate 0.55% among 370,000; CCHFV vOTU protease, Pep-AMC fluorescence; in the data active means inhibition above about 30%; further: 0% = vehicle wells with enzyme and 100% = no enzyme wells
DUSP3 inh: blocks human VHR1 dual specificity phosphatase; P51452; recombinant VHR phosphatase, pNPP absorbance; inhibition, % at 13.3 µM; hit rate 0.52% among 290,000; AID 1654; in the data active means inhibition above about 50%; further: some compounds called inactive have numbers as strong as hits
Target sequence (P51452 whole entry, looked up): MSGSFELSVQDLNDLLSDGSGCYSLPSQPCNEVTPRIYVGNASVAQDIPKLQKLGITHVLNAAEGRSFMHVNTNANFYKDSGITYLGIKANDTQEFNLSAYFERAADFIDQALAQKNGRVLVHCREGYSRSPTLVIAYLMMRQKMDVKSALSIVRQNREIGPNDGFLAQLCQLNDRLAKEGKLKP
Vc quorum ag: inducers of Vibrio cholerae quorum light production without autoinducers | activation, % at 18.7 µM | hit rate 0.16% among 350,000 | V. cholerae BH1578 lux reporter, luminescence, 6 h; in the data active means activation mostly above about 9.7%, no sharp cut-off; further: not every result past the cut was called active; inactives centre near 0; reference of the scale not given here
* = called active by the depositor; i = inactive; · = no result given. These rows are one share of the data (hit frequency here may not be typical).

SMILES	PrPC surface inh	Rv3671c protease	3CLpro inhibitor	SSB-PriA inh	Y pestis TopoI	TcdB GH inh	MazF activator	CCHFV vOTU inh	DUSP3 inh	Vc quorum ag
COc1cc(C(=O)O)cc(OC)c1OCc1cc(C(=O)O)oc1C	1	0	1	-13	3	·	5	6	25	-0.6
Cc1cc(C)nc(-n2nc(C)cc2NC(=O)CN2CCCC(C)C2)n1 (stereo not given)	3	-6	0	-20	-4	·	-2	-7	8	i
c1ccc(OCCSc2ncnc3nc[nH]c23)cc1	16	-10	-2	-3	0	-1.3	-8	29	·	i
CN(Cc1ccccc1)S(=O)(=O)c1ccc(OCC(=O)NCc2cccnc2)cc1	-2	-14	2	-2	3	0.0	-17	-7	17	-2.2
c1ccc(-n2ncc3c(NCc4ccc5c(c4)OCO5)ncnc32)cc1	3	0	6	-13	16	0.6	11	20	-3	-2.9
COC(=O)C1=C(c2cccc(C#N)c2)C[C@@H]2CC[C@H]1N2C(=O)NC1CC1	0	-5	·	-11	0	-2.6	8	-10	·	5.0
CNc1ccc(Br)cc(C(=O)/C=C/c2cccc(Cl)c2Cl)c1=O	5	·	2	-1	-8	-1.7	3	19	16	·
Cc1ccc(S(=O)(=O)N2CCC(C(=O)Nc3ccc(N4CCOCC4)cc3)CC2)cc1C	8	·	·	-2	28	2.8	17	-10	·	i
CCc1nc(SCC(=O)N2CCN(c3ccccc3)CC2)c2oc3ccccc3c2n1	0	-11	-2	-18	3	·	5	4	27	-1.5
Cc1ccc(/C=N/NC(=O)c2cc3ccccc3cc2O)o1	5	16	-6	·	-7	-0.4	-14	10	11	0.6
CC(=O)c1c(C)[nH]c(C(=O)COC(=O)CCNS(=O)(=O)c2ccc(C)c(C)c2)c1C	3	4	·	1	1	1.0	-3	17	·	i
CCCNC(=O)COc1coc(CN2CCN(Cc3ccccc3)CC2)cc1=O	-2	1	-3	-3	-2	0.9	14	10	9	-0.2
CC1CC(C)CN(S(=O)(=O)c2cccc3nsnc23)C1 (stereo not given)	-11	-7	-2	7	9	1.0	9	-6	-14	i
C/C(=N\Nc1cccc(C(=O)O)c1)c1ccc(Cl)s1	-2	-1	-2	·	-1	0.6	-2	12	-2	-4.5
COc1ccc(-c2nc(-c3cccc(C)c3)no2)cc1OC	·	-9	3	-24	4	-0.2	5	·	-9	-0.4
O=c1cc(N2CCCCC2)c2ccccc2o1	-5	5	4	-12	-1	1.5	-7	19	7	-0.1
COc1cccc(OC)c1OCCCCn1cnc2ccccc2c1=O	2	8	2	-10	7	0.7	5	-6	27	2.6
O=C(Cn1c(=O)oc2ccccc21)Nc1ccccc1Cl	5	0	1	-6	-4	1.0	3	2	2	-0.4
Cc1nc2c(c3c1[nH]c1ccccc13)C(O)CC(C)(C)C2 (stereo not given)	-7	-10	0	1	3	·	5	-184	2	i
CC(=O)Nc1ccc(C(=O)Nc2cccc(S(=O)(=O)NC3=NCCC3)c2)cc1	-3	-6	·	-4	-5	0.6	5	-8	·	-0.3
COC(=O)c1cc(S(=O)(=O)NCc2ccc3c(c2)OCO3)c[nH]1	-5	1	-3	-3	1	2.6	0	7	-2	-0.1
Fc1ccc(Sc2nc(-c3ccccc3)nnc2C(F)(F)F)cc1	1	1	0	-4	13	·	-12	11	-5	-0.4
Cc1noc(-c2ccccc2OC(=O)c2ccccc2)n1	1	19	0	-30	11	·	-8	0	19	i
COc1nc(Cl)cn(-c2ccc(Cl)cc2)c1=O	-12	-3	-3	5	3	·	4	-16	2	-0.3

Taken from the listing for reference:
SMILES	PrPC surface inh	Rv3671c protease	3CLpro inhibitor	SSB-PriA inh	Y pestis TopoI	TcdB GH inh	MazF activator	CCHFV vOTU inh	DUSP3 inh	Vc quorum ag
CC1CC(C)CN(S(=O)(=O)c2cccc3nsnc23)C1 (stereo not given)	-11	-7	-2	7	9	1.0	9	-6	-14	i
C/C(=N\Nc1cccc(C(=O)O)c1)c1ccc(Cl)s1	-2	-1	-2	·	-1	0.6	-2	12	-2	-4.5
COc1ccc(-c2nc(-c3cccc(C)c3)no2)cc1OC	·	-9	3	-24	4	-0.2	5	·	-9	-0.4
O=c1cc(N2CCCCC2)c2ccccc2o1	-5	5	4	-12	-1	1.5	-7	19	7	-0.1
COc1cccc(OC)c1OCCCCn1cnc2ccccc2c1=O	2	8	2	-10	7	0.7	5	-6	27	2.6
O=C(Cn1c(=O)oc2ccccc21)Nc1ccccc1Cl	5	0	1	-6	-4	1.0	3	2	2	-0.4
Cc1nc2c(c3c1[nH]c1ccccc13)C(O)CC(C)(C)C2 (stereo not given)	-7	-10	0	1	3	·	5	-184	2	i

(further entries)
SMILES	PrPC surface inh	Rv3671c protease	3CLpro inhibitor	SSB-PriA inh	Y pestis TopoI	TcdB GH inh	MazF activator	CCHFV vOTU inh	DUSP3 inh	Vc quorum ag
O=C(NCc1cccnc1)c1cnn2ccccc12	3	-3	-4	-4	5	2.5	5	-7	9	-0.3
COc1ccc(/C=C(/NC(=O)c2ccccc2)C(=O)N/N=C/c2cccs2)cc1OC	-9	7	3	·	6	1.1	8	-2	24	1.8
CCN(CC)S(=O)(=O)c1ccc(N/N=C(\C)c2ccncc2)c([N+](=O)[O-])c1	8	3	-3	·	0	0.2	5	6	17	-0.4
Cc1nn(C)c(C)c1S(=O)(=O)N(CC(=O)Nc1ccccn1)c1ccc(C(C)C)cc1	6	-3	1	-8	4	1.9	-2	-6	16	-0.2
COc1ccccc1N1CCN(Cc2ccc(C(=O)O)cc2)CC1	2	-5	-2	1	-7	-0.2	3	11	16	-0.2
CCC(=O)c1ccc(N2CCCCCC2)c(F)c1	2	2	2	-58	-1	·	0	10	-4	44*
OC(CC#CCN1CCCCCC1)(c1ccccc1)C1CCCC1 (stereo not given)	-1	1	-3	-9	11	0.9	-1	-8	-22	-0.3
CCOc1ccc(CN2CCN(S(=O)(=O)c3ccc(NC(C)=O)cc3)CC2)cc1	-11	6	-1	8	7	1.0	5	3	15	-0.3
Cn1cc([N+](=O)[O-])c(C(=O)Nc2cc(Oc3cccnc3)cc([N+](=O)[O-])c2)n1	-28	0	5	16	·	·	7	7	10	·
CCCN(CCC)C(=S)NC(=O)c1ccc(Cl)cc1Cl	6	3	2	-33	2	·	4	3	25	-2.4
O=C(CSc1nc2nn(-c3ccccc3)c(=O)c-2c2n1CCCCC2)Nc1ccc(F)c(F)c1	4	5	·	5	-5	0.9	4	15	·	-3.8
c1ccc2nc(-c3ccc(-n4ccnc4)cc3)ccc2c1	-8	-3	-2	-5	23	0.1	-2	-5	21	i
N=c1oc2ccccc2cc1C(=O)NC1CCCCCC1	-3	-11	5	-20	2	-0.8	3	0	-16	-7.7
O=C(Nc1ccn(CCCNCCN2CCOCC2)c(=O)n1)OCc1ccccc1	-2	·	·	-7	4	5.4	9	-8	·	-0.5
O=CN1CCN(C(=O)c2ccccc2F)CC1	-3	0	2	-14	-8	·	-1	3	15	i
CC(C)CCNC(=O)C(=O)Nc1cc2c3c(c1)CCC(=O)N3CCC2	8	-5	4	-3	8	2.5	13	13	35	-0.2
COc1ccc(Nc2nnc(SCc3cn4c(C)cccc4n3)s2)cc1	9	0	2	16	-1	·	-7	2	-8	1.9
CCOc1ccc(N(CC(=O)NCc2ccc(Cl)cc2)S(=O)(=O)c2ccccc2)cc1	-4	-2	7	-6	22	0.3	14	-14	14	-0.5
CCc1nc2n[nH]c(N)c2c2c1CCCC2	7	11	0	-14	5	·	2	3	-13	-0.7
O=C(CN1CCN(S(=O)(=O)c2cccc(F)c2)CC1)NCC1(N2CCOCC2)CCCCC1	-4	11	·	2	30	0.5	6	4	·	-1.6
O=C(Nc1c2c(nn1-c1ccc(F)cc1)CSC2)c1ccc(S(=O)(=O)N2CCOCC2)cc1	·	-13	4	-5	16	·	0	·	21	-0.2
CCOc1ccc(CCNC(=O)c2ccc3ccccc3n2)cc1OCC	1	-3	-3	-4	37	0.3	-7	15	23	i
CCN(CC)c1ccc(NC(=O)c2ccc(=O)[nH]c2)cc1S(=O)(=O)Nc1ccccc1OC	10	-7	1	8	10	1.2	2	25	9	i
CCC1Sc2ccc(S(=O)(=O)CCC(=O)Nc3cccc(Br)c3)cc2NC1=O (stereo not given)	-1	1	5	-4	13	-0.9	3	4	-14	i
CN(C)c1nc(N(C)C)c2cnn(C)c2n1	5	·	·	-7	6	0.7	-8	6	·	i
CC(/C=C1\SC(=S)N(CC(=O)O)C1=O)=C\c1ccccc1	4	2	8	-4	5	1.5	-7	2	8	-0.9
COc1ccc(N(CC(=O)N2CCN(C)CC2)S(=O)(=O)c2ccccc2)cc1	-1	-4	-2	1	-1	-1.1	10	2	-8	0.8
O=C(CN1CCC(NC(=O)c2ccccc2Cl)CC1)NCc1ccccc1	-2	5	-2	3	1	-1.1	6	11	-30	-10
Cc1ccc(OCCCCn2cnc3ccccc32)c(C)c1	18	-2	-5	-8	21	·	-6	8	55*	-0.3
O=C(NC12CC3CC(CC(C3)C1)C2)c1cnccn1	2	-4	-3	5	4	·	2	-9	-4	-0.4
Cc1ccc(C2=NNC(C(O)C(O)C(O)CO)S2)cc1 (stereo not given)	-2	1	-2	-1	5	-15	-1	1	10	0.4
CN(Cc1ccc(F)cc1)C(=O)c1ccc(NS(=O)(=O)c2ccc3[nH]c(=O)[nH]c3c2)cc1	0	2	·	-5	1	1.7	-1	6	·	0.5
C=CCN1CCC(=O)C(C(=O)OCC)=C1C(=O)OCC	-2	·	·	-12	1	1.4	-3	-2	·	-0.7
COc1ccc(-c2nc(NC(=O)C3=NN(c4cccc(C)c4)C(=O)CC3)sc2C)cc1	6	-2	1	-13	4	0.2	7	-13	-1	-0.3
COC(=O)C(C(=O)OC)C(c1ccccc1)C(C(=O)c1ccccc1)[N+](=O)[O-] (stereo not given)	-2	8	-1	-7	-9	1.0	10	-17	5	-0.5
Cc1ccc(OCCN2C(=O)S/C(=C\c3ccc(C)o3)C2=O)cc1	8	-4	7	4	-4	0.2	-45	-5	16	-0.5
O=C(CCC1CCCN(C(=O)c2ccco2)C1)NCc1ccccc1F (stereo not given)	-1	-4	1	-12	-6	0.4	1	-10	26	-0.5
COc1cccc(NC(=O)CN(C)C(=O)c2cccc(S(=O)(=O)N3CCN(c4ccc(F)cc4)CC3)c2)c1	8	-10	·	14	31	2.3	2	3	·	-1.4
